# Screens from PubChem.
# RGS4-Gao reg = modulates binding of RGS4 to human Galphao | Multiplexed bead flow cytometry; actives lie on both sides | P09471 | hit rate 0.33% among 220,000 | binding response (% of control), % at 10 µM; in the data active means binding response below about 49% or above about 150%; inactive means in between;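 further: fluorescent Galphao activated with aluminum fluoride binding bead-coupled RGS4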
# ABCG2 inh = human ABCG2 inhibition, ABCB1 as counter-screen; Q9UNQ0; IgMXP3 cells, JC-1 efflux, flow cytometry; inhibition, % at 6.6 µM; hit rate 0.1% among 190,000; AID 1325;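 active means inhibition above 80%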;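 further: 0% = DMSO and 100% = nicardipine control wells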
# Target sequence (Q9UNQ0 whole entry, looked up): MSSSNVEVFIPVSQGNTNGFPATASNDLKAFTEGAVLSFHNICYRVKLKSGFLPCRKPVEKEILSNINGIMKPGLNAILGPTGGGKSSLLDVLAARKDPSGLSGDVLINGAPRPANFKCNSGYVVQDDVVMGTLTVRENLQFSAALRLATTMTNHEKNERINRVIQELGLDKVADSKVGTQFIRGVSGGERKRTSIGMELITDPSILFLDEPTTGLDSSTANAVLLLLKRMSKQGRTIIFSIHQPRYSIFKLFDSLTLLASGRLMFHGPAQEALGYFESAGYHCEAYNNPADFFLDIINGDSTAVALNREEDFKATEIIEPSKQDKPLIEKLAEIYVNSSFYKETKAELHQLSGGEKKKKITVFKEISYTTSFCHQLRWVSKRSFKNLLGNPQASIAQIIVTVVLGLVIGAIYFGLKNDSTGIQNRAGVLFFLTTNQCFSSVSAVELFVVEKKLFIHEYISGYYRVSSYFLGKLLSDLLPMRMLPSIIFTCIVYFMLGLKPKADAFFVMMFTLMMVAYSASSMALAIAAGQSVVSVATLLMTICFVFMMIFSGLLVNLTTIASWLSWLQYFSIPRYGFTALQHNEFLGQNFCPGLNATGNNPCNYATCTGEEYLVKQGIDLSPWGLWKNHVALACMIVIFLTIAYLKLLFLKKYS
#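 Test system: IgMXP3 (ABCG2) plus far-red-tagged CCRF-Adr (ABCB1) cells / Amount: 3 million cells/mL in well / Reagent: JC-1 transporter substrate / Timing: 10 min compound exposure, 25 °C / Signal: flow cytometry, 530 nm JC-1 signal / Read-out: percent efflux inhibition, scaled nicardipine 100% to DMSO 0% / Benchmarks: nicardipine as high control, DMSO as low control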
# GSH bead fluor = compound fluoresces at 488/530 nm on GSH beads; GSH beads flow cytometry, compound fluorescence 488/530 nm; stronger effect = higher value; fluorescence (KMESF) at 10 µM; hit rate 0.25% among 190,000; AID 1776; in the data active means fluorescence above about 89;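 further: glutathione beads carrying GST-tagged Bcl family fusion proteins plus one bare bead set; values are compound well signal with DMSO vehicle wells as background; inactives centre near 16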
# Bim-Bcl-W = inhibitors of Bim-Bcl-W interaction, human; bead-based flow cytometry, Bim peptide-Bcl-W binding; inhibition, % at 10 µM; hit rate 0.02% among 190,000; Q92843;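 further: 0% = bound tracer without compound and 100% = peptide blocker; higher means less fluorescent Bim peptide bound to Bcl-W beads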
# ABCB1 block = human ABCB1 inhibition, ABCG2 as counter-screen; P08183; CCRF-Adr cells, JC-1 efflux, flow cytometry; inhibition, % at 6.6 µM; hit rate 0.067% among 190,000; in the data active means inhibition above about 40%;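 further: 0% = vehicle and 100% = reference inhibitor; higher value means more JC-1 retained so stronger ABCB1 efflux block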
# Bcl-2 Bim block = human Bim-Bcl-2 interaction inhibition; Bead-based flow cytometry, Bim peptide-Bcl-2 binding; AID 950; hit rate 0.06% among 190,000; inhibition, % at 10 µM; in the data active means inhibition above about 40%; inconclusive means no clear call, values can overlap the other calls;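 further: 0% = no compound wells with probe peptide and 100% = reference peptide inhibitor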
# Target sequence (P10415 whole entry, looked up): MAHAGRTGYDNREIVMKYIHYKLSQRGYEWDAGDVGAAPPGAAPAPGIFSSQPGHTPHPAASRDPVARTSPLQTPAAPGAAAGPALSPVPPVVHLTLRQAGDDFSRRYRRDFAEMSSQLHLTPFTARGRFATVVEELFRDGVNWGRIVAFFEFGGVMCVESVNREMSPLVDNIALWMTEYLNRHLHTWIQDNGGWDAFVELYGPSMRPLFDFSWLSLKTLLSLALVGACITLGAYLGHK
# Bim-Bfl-1 = human Bim-Bfl-1 interaction inhibition; hit rate 0.12% among 190,000; inhibition, % at 10 µM; Bead-based flow cytometry, Bim-Bfl-1 binding inhibition; Q16548;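 further: 0% = wells without compound plus tracer and 100% = blocker peptide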
# RGS7-Gao = regulators of human RGS7-Galphao interaction. Multiplexed bead flow cytometry, RGS7-Galphao binding; actives lie on both sides. binding response (% of control), % at 10 µM. hit rate 0.35% among 220,000. AID 1439; in the data active means binding response below about 49% or above about 150%; inconclusive means no clear call, values can overlap the other calls; inactive means in between;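 further: fluorescent Galphao held in activated GDP-AlF4 state binding bead-coupled RGS7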
# Bcl-B Bim block = disrupts Bim peptide binding to human Bcl-B | Q9HD36 | bead-based flow cytometry | inhibition, % at 10 µM | hit rate 0.073% among 190,000;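 further: 0% = tracer peptide without compound and 100% = reference inhibitor peptide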
# Target sequence (Q9HD36 whole entry, looked up): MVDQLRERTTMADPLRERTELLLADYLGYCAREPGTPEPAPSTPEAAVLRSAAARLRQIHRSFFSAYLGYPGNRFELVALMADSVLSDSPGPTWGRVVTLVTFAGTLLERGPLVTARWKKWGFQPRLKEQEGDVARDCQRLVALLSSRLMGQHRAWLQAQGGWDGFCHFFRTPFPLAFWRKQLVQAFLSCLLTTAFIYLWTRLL
# RGS8-Gao = modulates binding of RGS8 to human Galphao; AID 1423; hit rate 0.34% among 220,000; response (percent of control binding), % at 10 µM; multiplexed bead flow cytometry; actives lie on both sides; P09471; in the data active means response below about 60% or above about 140%; inactive means in between;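 further: Galphao activated as the GDP aluminium fluoride complex binding bead-coupled RGS8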
# Bim-Bcl-XL = human Bim-Bcl-XL interaction inhibition. Q07817. Bim peptide-Bcl-XL binding, bead flow cytometry, fluorescence. inhibition, % at 10 µM. hit rate 0.04% among 190,000
# Active calls of the source: *; ? = inconclusive. Unless noted, no stated cut-off is given here; in the data, active means inhibition above about 40%.
SMILES,RGS4-Gao reg,ABCG2 inh,GSH bead fluor,Bim-Bcl-W,ABCB1 block,Bcl-2 Bim block,Bim-Bfl-1,RGS7-Gao,Bcl-B Bim block,RGS8-Gao,Bim-Bcl-XL
CC1CCN(S(=O)(=O)c2ccc(NC(=O)Cc3cccs3)cc2)CC1,91,7,47,-1,-1.4,-8,-8,94,-8,100,-7
COc1ccc(COCC(O)CN2CCC(C(N)=O)CC2)cc1OC (configuration not stated),105,3,22,-1,0.5,-1,-4,104,-11,103,-6
Cc1cc2oc(=O)c3c(c2cc1OC(=O)c1ccco1)CCCC3,103,30,14,2,0.8,5,2,104,4,115,1
O=C(Nc1nccs1)c1ccc(N2C(=O)C3CCCCC3C2=O)cc1 (configuration not stated),88,2,24,-4,0.5,-3,-15,71,-9,73,-9
N#C/C(=C\c1ccc([N+](=O)[O-])o1)c1nc2ccccc2[nH]1,96,26,11,-3,5.7,-4,-1,96,-7,89,0
O=C(NCc1ccccc1)Nc1cccn(Cc2ccccc2F)c1=O,100,6,13,-3,0.5,-2,-12,100,-4,103,-6
CCC(=O)c1ccc(-c2ccccc2)cc1,93,2,10,5,-0.4,7,6,92,7,93,11
Cc1cccc(C)c1OCC(=O)Nc1cccc(-c2nnc(-c3ccccc3)o2)c1,101,61,31,-4,14,-10,-19,100,-13,103,-8
O=C(NCCCl)NNc1c(Cl)cc(Cl)cc1Cl,96,2,11,-2,0.1,-3,-1,95,-2,99,-1
Clc1ccc(-c2ccc(/C=N/Nc3cc(N4CCOCC4)nc(N4CCOCC4)n3)o2)cc1,99,18,28,-3,1.7,-1,1,103,0,110,-3
O=C(CN(Cc1ccco1)C(=O)c1ccc(Cl)cc1)Nc1ccc(Cl)c(Cl)c1,98,0,6,2,0.1,1,1,99,-3,105,-1
Cn1c(CCNC(=O)c2ccccc2)nc2cc(NC(=O)c3ccco3)ccc21,104,-1,44,0,-0.2,-9,-12,102,-9,99,-15
CS(=O)(=O)N(CCc1ccccc1)CC(=O)N1CCN(Cc2ccccc2)CC1,101,18,31,1,1.0,-9,-16,99,-6,100,-4
c1ccc(Cc2nnc3n2N=C(c2ccccc2)CS3)cc1,98,13,14,-2,0.0,1,5,?,5,99,-1
CCOC(=O)c1c(NC(=O)CSc2nc3ccccc3s2)sc(C(C)=O)c1C,95,3,61,1,1.3,-3,-3,95,1,95,0
COc1ccc2[nH]c(C(=O)O)c(NS(=O)(=O)c3ccc(OC)c(OC)c3)c2c1,100,1,13,2,-0.1,1,7,99,-1,96,2
NS(=O)(=O)c1ccc(N/N=C/c2ccccn2)c([N+](=O)[O-])c1,99,5,12,3,0.3,-2,-9,?,-4,100,0
COc1ccccc1NC(=O)CSc1nnc(C)n1Cc1ccccc1,112,2,11,0,0.7,0,0,109,-4,108,2
O=C(CNc1ccc(C(F)(F)F)cc1[N+](=O)[O-])OCC(=O)c1ccccc1,96,4,20,-2,0.6,-3,0,95,0,97,-4
O=C(Nc1ccc(F)cc1F)c1ccccc1-c1ccccc1,98,11,11,10,0.6,0,5,100,7,100,0
CCCC1(C)SC(NC(C)=O)=NN1C(C)=O (configuration not stated),99,16,27,-4,1.5,-13,-20,101,-10,99,-7
Cc1ccc(C(=O)NCCSc2ccc(Cl)cc2)cc1[N+](=O)[O-],113,5,17,-2,0.7,-4,-4,108,-3,108,-2
Cc1cccc(N2CCN(C(=O)c3ccc4c(c3)OCCO4)CC2)c1C,106,3,10,0,0.7,-3,-6,107,-3,105,2
CCCOc1c(Br)cc(C(=O)NCC)cc1OC,102,19,16,1,0.6,-8,-7,103,-6,103,0
CN1C(=O)c2ccccc2Sc2ccc(NC(=O)N3CCCC3)cc21,106,4,23,0,5.7,0,-7,102,-2,103,-3
S=C(NCCCn1ccnc1)Nc1ccc(Cl)cc1Cl,107,1,9,-3,-0.6,2,3,111,1,102,-2
C=CCn1c(SCC(=O)c2[nH]c(C)c(C(=O)OCC)c2C)nc2scc(-c3ccc(OC)cc3)c2c1=O,105,1,11,-4,1.0,-4,-3,105,-8,101,-7
O=C1Nc2ccccc2C1=Nc1ccc(-c2nnc3n2CCCCC3)cc1,100,2,12,3,0.5,-11,-9,100,-11,98,-5
Cc1cc(C)c(S(=O)(=O)N2CCC(C(=O)NCc3ccco3)CC2)c(C)c1,102,5,16,-3,1.5,-2,-2,102,-2,100,-1
Cc1ccc(Cl)cc1N1CCN(C(c2cccnc2)c2nnnn2C2CCCCC2)CC1 (configuration not stated),99,4,16,0,2.0,-9,-12,101,-8,103,-7
O=C(Nc1ccc(Cl)cc1)Nc1ccc(N2CCOCC2)cc1,95,7,34,-5,-0.2,-7,-15,99,-10,100,-9
CCN(C(=O)c1c(N)cnn1C)c1ccccc1,105,2,16,0,0.8,-5,-7,104,-6,106,0
CCOC(=O)c1ccc(COC(=O)c2cc3ccccc3oc2=O)o1,92,2,27,0,0.3,-8,-14,97,-5,97,-5
CC(=O)N1CCC(N(C(=O)Nc2c(F)cccc2F)C(C)C)CC1,102,-1,21,2,-0.1,-5,-7,103,-2,100,0
CCOC(=O)C1CCN(C(=O)c2ccccc2NC(=O)c2ccc(Cl)cc2)CC1,98,4,12,-3,1.1,-8,-14,102,-9,100,-9
CC1CC(C)CN(C(=O)C(NS(=O)(=O)c2ccc3c(c2)oc(=O)n3C)C(C)C)C1 (configuration not stated),102,2,28,-1,0.9,-3,0,101,0,94,-2
COCCCNC(=O)CC1C(=O)N(Cc2ccccc2)C(C)c2nc3ccccc3n21 (configuration not stated),99,1,64,-1,0.2,-1,-1,96,-3,99,-2
COc1ccc(NS(=O)(=O)c2cccc(NC(=O)CCC(=O)c3cccs3)c2)cc1,101,-1,14,0,-0.1,-3,0,105,-1,103,-6
COc1ccccc1N1C(=O)CC(Sc2nccc(C)n2)C1=O (configuration not stated),101,4,23,-2,-0.2,-7,-17,99,-8,103,-8
O=C(O)c1ccc2c(c1)C(=O)N(c1ccccc1-c1ccccc1)C2=O,99,12,16,0,0.2,-4,-7,?,-2,100,0
Cc1ccc(NC(=S)NCc2cccn2C)cc1,90,8,32,-2,-0.1,-8,-11,92,-12,98,-7
COc1cc(C=O)ccc1OCc1ccc(Cl)nc1,97,3,10,0,0.1,-3,-5,96,-2,101,-4
CC(=O)Nc1c(Br)cc(N2C(=O)CCC2=O)cc1Br,96,4,18,-1,0.7,0,-1,95,-2,97,-4
CC(=O)c1c(C)[nH]c(C(=O)NC2CCCCC2)c1C,96,3,15,4,0.2,-1,-10,97,-4,99,0
Cc1oc2c(cc(NS(=O)(=O)c3cccs3)c3ccccc32)c1C(=O)OC(C)C,97,3,15,-1,1.0,0,0,97,0,79,-1
O=C(CN1CCOCC1)Nc1ncc(Br)cc1Br,108,2,11,1,0.3,-4,-9,101,-1,106,-2
CCOC(=O)C1=C(c2ccccc2)OC(N)=C(C#N)C1c1ccncc1 (configuration not stated),103,1,23,3,0.1,4,4,105,2,103,2
CCCC(c1nnnn1Cc1cccs1)N1CCN(C2CCCC2)CC1 (configuration not stated),104,-6,19,-1,0.0,-6,-16,150,-7,98,-5
CCN(CC)S(=O)(=O)c1ccc(-c2nnc3sc4cccc(C)c4n23)cc1,101,1,13,0,1.5,-2,-4,98,-5,101,-4
Cc1cc(NS(=O)(=O)c2cccs2)no1,101,2,28,-2,0.8,4,3,102,2,100,2
CC(C)(C)c1cc(CN2CCN(CCC#N)CC2)cc(C(C)(C)C)c1O,104,2,20,0,0.7,-2,0,101,2,101,0
CCOc1c(OC)cc(C2C(C#N)=C(N)Oc3n[nH]c(-c4ccncc4)c32)cc1OC (configuration not stated),107,4,15,0,1.2,2,1,100,1,105,-1
COc1ccccc1C1C(C(N)=O)=C(C)Nc2ncnn21 (configuration not stated),97,11,30,-4,0.1,-6,-15,98,-10,100,-6
O=C(Nc1ccc(-c2cn3ccccc3n2)cc1)c1cccs1,101,5,18,0,1.8,0,0,?,0,99,4
Cc1cc(=O)[nH]c2n[nH]c(-c3ccccc3)c12,101,0,14,-1,0.1,-1,0,103,-1,104,0
C/C(=C\C(=O)c1ccc(F)cc1)Nc1ccc(N2CCOCC2)cc1,97,-1,16,-5,-0.2,-3,0,98,-1,97,-3
N#Cc1ccc(-c2ccc(F)cc2)nc1Oc1ccc(F)cc1,99,1,14,0,0.0,-12,-10,99,-12,103,-8
CC1CCN(C(=O)CCc2ccc(S(=O)(=O)NC(C)(C)C)cc2)CC1,99,8,25,-4,1.8,-2,-7,103,-1,96,-10
CNc1nc2c(C)cccn2c(=O)c1C=Nc1ccc(OC)cc1,100,4,19,1,0.0,-1,-3,?,-1,100,0
CC(/C=N/n1c(COc2ccccc2)n[nH]c1=S)=C\c1ccccc1,100,3,33,-3,0.3,-12,-10,107,-20,100,-12
# Continuation:
SMILES,RGS4-Gao reg,ABCG2 inh,GSH bead fluor,Bim-Bcl-W,ABCB1 block,Bcl-2 Bim block,Bim-Bfl-1,RGS7-Gao,Bcl-B Bim block,RGS8-Gao,Bim-Bcl-XL
COc1cccc(-c2nc(Cc3ccc(OC)c(OC)c3)no2)c1,99,30,38,-1,-0.8,-13,-17,97,-9,96,-8
Cc1c(NC(=O)CN2C(=O)NC3(CCCC3)C2=O)c(=O)n(-c2ccccc2)n1C,100,6,12,-2,0.2,-3,-6,100,0,103,1
O=C(Nc1ccc2c(c1)OCCO2)C1CCN(C(=O)c2ccc(Br)cc2)CC1,103,3,12,1,-0.3,-4,-1,100,-2,104,0
COc1ccc(OC)c(NC(=O)C2C(C(=O)O)C3(Cl)C(Cl)=C(Cl)C2(Cl)C3(Cl)Cl)c1 (configuration not stated),101,6,13,0,0.7,-2,-4,101,0,103,-2
Brc1ccc(C2=Nn3c(nnc3-c3cccnc3)SC2)s1,92,4,5,4,0.2,2,0,97,3,96,5
CCN(CC)S(=O)(=O)c1ccc(C)c(NC(=O)CN(C)C)c1,108,3,19,-4,0.5,-3,3,107,-1,116,-6
O=C(C1CCN(S(=O)(=O)N2CCOCC2)CC1)N1CCN(Cc2ccc3c(c2)OCO3)CC1,108,2,11,0,0.2,1,0,104,0,104,-1
CC(=O)CSc1nc2cc3c(cc2cc1C#N)OCCO3,105,-1,18,-4,-0.4,-7,-4,107,-13,102,-6
CCOc1ccc2nc(C)cc(Nc3ccc4c(c3)OCCO4)c2c1,123,2,13,0,0.1,-1,-1,105,0,106,1
Cc1ccc(C(=O)Nc2c3c(nn2C(C)(C)C)CS(=O)(=O)C3)cc1C,89,17,24,0,0.7,-14,-22,88,-11,93,-10
NC(=O)c1c(NC(=O)C2CCCO2)sc2c1CCC2 (configuration not stated),102,49,29,-6,1.7,-7,-10,100,-8,99,-5

# Reprinted at random: 2 entries already listed.
SMILES,RGS4-Gao reg,ABCG2 inh,GSH bead fluor,Bim-Bcl-W,ABCB1 block,Bcl-2 Bim block,Bim-Bfl-1,RGS7-Gao,Bcl-B Bim block,RGS8-Gao,Bim-Bcl-XL
NC(=O)c1c(NC(=O)C2CCCO2)sc2c1CCC2 (configuration not stated),102,49,29,-6,1.7,-7,-10,100,-8,99,-5
O=C(C1CCN(S(=O)(=O)N2CCOCC2)CC1)N1CCN(Cc2ccc3c(c2)OCO3)CC1,108,2,11,0,0.2,1,0,104,0,104,-1
